S100A4 MyoIIA = S100A4-myosin IIA interaction inhibition. AID 652163. hit rate 0.14% among 360,000. P26447. S100A4/TAMRA-MyoIIA peptide fluorescence polarization. inhibition, % at 10.7 µM;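 active means mean inhibition of at least 70% across replicates, with every replicate also reaching that level; inconclusive means mean inhibition reaches 70% but some replicates fall short; inactive means mean inhibition below 70%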
Target sequence (P26447 whole entry, looked up): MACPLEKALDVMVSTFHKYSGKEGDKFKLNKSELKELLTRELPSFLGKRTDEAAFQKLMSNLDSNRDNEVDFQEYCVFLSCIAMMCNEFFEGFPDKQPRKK
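Compound dosing: one dose per compound; test system: human S100A4 monomer with TAMRA-labelled myosin IIA peptide; probe or stimulus: TAMRA-labelled myosin IIA heavy-chain peptide probe, 5 nM; medium: HEPES buffer with Ca2+, pH 7.2; schedule: 5 min incubation before reading; benchmarks: neutral control DMSO, positive control TFP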
Statin myotox sup = suppression of simvastatin myotoxicity. hit rate 0.78% among 330,000. rescue of ATP level, % at 7.49 µM. C2C12 myotubes + simvastatin, ATP luminescence, 48 h; scaled: DMSO 0, geranylgeraniol control 100;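 active means mean ATP rescue above about 67%, or every replicate alone reaching that limit, limit read from the data, passing the limit was not always enough; inconclusive means no clear call, values can overlap the other calls; inactive means mean under the limit and some replicate under it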;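 further: myotubes were challenged with 10 µM simvastatin during compound exposure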
DENV2 CPE = DENV2-induced cell death inhibition; hit rate 1.7% among 350,000; CPE inhibition, % at 9.99 µM; DENV2-infected cells, cytopathic effect rescue, plate reader; in the data active means CPE inhibition above about 20%, passing the limit was not always enough; inconclusive means no clear call, values can overlap the other calls; tested in BHK-21 cells;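 further: 0% = median of neutral control wells and 100% = median of positive control wells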
PglD inh = blocks C. jejuni PglD acetyltransferase activity; hit rate 0.098% among 360,000; AID 602405; inhibition, % at 12.5 µM; purified PglD enzyme, DTNB colorimetric CoA detection; in the data active means inhibition above about 16%, passing the limit was not always enough; inconclusive means no clear call, values can overlap the other calls; further: strong numbers were not always called active
SIRT5 inh = blocks human SIRT5 desuccinylation of peptide; Purified SirT5, succinyl-peptide AMC, trypsin-coupled fluorescence; inhibition, % at 15 µM; hit rate 1.1% among 330,000; AID 652115; in the data active means inhibition above about 15%; inconclusive means no clear call, values can overlap the other calls
Target sequence (Q9NXA8 whole entry, looked up): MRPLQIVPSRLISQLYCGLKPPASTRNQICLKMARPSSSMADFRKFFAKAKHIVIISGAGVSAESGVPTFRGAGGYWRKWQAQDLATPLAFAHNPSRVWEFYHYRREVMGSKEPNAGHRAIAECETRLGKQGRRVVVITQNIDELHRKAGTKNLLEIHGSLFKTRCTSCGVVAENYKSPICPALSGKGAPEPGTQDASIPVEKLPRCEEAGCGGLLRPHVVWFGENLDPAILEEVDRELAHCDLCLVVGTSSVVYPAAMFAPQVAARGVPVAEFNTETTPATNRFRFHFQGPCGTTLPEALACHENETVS
E-sel inducer = E-selectin induction on HUVECs | P16581 | HUVEC E-selectin immunofluorescence imaging; normalized: neutral wells 0, TNF-alpha wells 100 | activation, % at 7.58 µM | hit rate 0.37% among 260,000;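 active means mean E-selectin-positive cell signal at least 10% of the positive control, reached in at least 60% of replicates, without over 20% cell loss; inconclusive means no rule given, readout overlaps actives, possibly toxicity-flagged; inactive means the rest, including those meeting only one limit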;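 further: in these data hits start at about 27%; measured in HUVEC primary endothelial cells; signal is the percent of cells scored E-selectin positive by PE staining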
Target sequence (P16581 whole entry, looked up): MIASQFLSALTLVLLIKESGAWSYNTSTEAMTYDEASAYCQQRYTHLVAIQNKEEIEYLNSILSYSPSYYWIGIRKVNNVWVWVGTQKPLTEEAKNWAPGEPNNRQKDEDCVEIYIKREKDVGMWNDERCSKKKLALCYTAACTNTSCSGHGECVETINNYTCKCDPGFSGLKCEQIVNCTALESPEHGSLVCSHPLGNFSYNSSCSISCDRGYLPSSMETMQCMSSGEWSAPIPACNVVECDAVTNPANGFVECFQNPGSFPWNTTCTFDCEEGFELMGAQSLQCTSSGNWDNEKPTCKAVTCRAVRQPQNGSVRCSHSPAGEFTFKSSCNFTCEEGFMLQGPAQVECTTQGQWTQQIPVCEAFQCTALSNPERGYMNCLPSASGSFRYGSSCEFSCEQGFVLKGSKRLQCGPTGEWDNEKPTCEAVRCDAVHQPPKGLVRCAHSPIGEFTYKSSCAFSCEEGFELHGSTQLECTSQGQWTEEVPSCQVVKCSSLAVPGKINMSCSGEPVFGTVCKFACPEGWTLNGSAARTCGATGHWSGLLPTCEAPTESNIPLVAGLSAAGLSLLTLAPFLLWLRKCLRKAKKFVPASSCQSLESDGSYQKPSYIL
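material = human umbilical vein endothelial cells (HUVEC), E-selectin induction | quantity = 3,000 cells/well | medium = EGM-2 growth medium on 0.1% gelatin-coated wells | technique = immunofluorescence imaging | read-out basis = % PE-positive cells | control set = TNF-alpha positive control, DMSO neutral control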
ERp5 inh = ERp5 (human) disulfide isomerase inhibition; Q15084; ERp5 insulin aggregation, absorbance 650 nm, 90 min; inhibition, % at 9.99 µM; hit rate 0.05% among 350,000; AID 651711;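 active means mean replicate inhibition above about 25%, with every replicate also reaching it, limit read from the data, passing the limit was not always enough; inconclusive means only one of those two criteria met; inactive means neither criterion met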
* marks the source's active call; other numbers are inactive results; ? = inconclusive; / = not tested or not shown. A portion of the library; rates above refer to the full screens.

entry | mol | S100A4 MyoIIA | Statin myotox sup | DENV2 CPE | PglD inh | SIRT5 inh | E-sel inducer | ERp5 inh
1 | COc1ccc(C2CC(c3cccs3)n3nc(N)nc3N2)cc1 (stereo not given) | -1.3 | 15.9 | -1.7 | -0.6 | -4.9 | 0.5 | 0.7
2 | C#CCNC(=O)C1=C[C@H](c2coc3ccccc3c2=O)[C@@H](CCCO)[C@H](OCC)O1 | -2.0 | 0.7 | 1.3 | -3.8 | 1.2 | 0.6 | 1.7
3 | Cc1ccc(NC(=O)c2sc(N)nc2-c2ccc([N+](=O)[O-])cc2)c(C)c1 | -9.8 | / | 3.6 | / | -3.5 | -0.5 | -3.4
4 | CCN(c1ccccc1)S(=O)(=O)c1ccc(Cl)nc1 | -2.8 | / | -2.4 | / | 2.4 | -3.5 | -0.8
5 | Cc1ccnc(NS(=O)(=O)c2ccc(-n3cccn3)cc2)c1 | -1.7 | 5.2 | -2.9 | 2.1 | -4.7 | / | 17.5
6 | O=C(N/N=C/c1ccco1)c1cccc([N+](=O)[O-])c1 | -1.2 | / | 7.4 | / | -1.0 | 0.0 | 4.7
7 | Cc1ccccc1S(=O)(=O)Cc1ccc(C(=O)N2CCN(c3ccccc3F)CC2)o1 | -9.6 | / | 0.6 | / | -1.8 | -0.2 | 0.9
8 | Cc1noc(C)c1S(=O)(=O)Nc1ccc2c(c1)CC(=O)N([C@H](C)CO)C[C@@H](C)[C@H](CN(C)C(=O)Nc1ccccc1)O2 | 0.6 | 6.6 | 1.5 | / | -0.3 | 0.1 | 6.9
9 | COc1ccc(C(=O)NC2CC2)cc1OC1CCN(Cc2ccc(NC(C)=O)cc2)CC1 | -0.6 | -1.3 | 13.4 | -1.8 | -1.9 | / | 0.4
10 | O=C(Nc1nc(-c2cccnc2)cs1)c1cccc([N+](=O)[O-])c1 | 2.7 | -7.2 | ? | 0.0 | -2.6 | -1.3 | -1.8
11 | CNC[C@@H]1OCCCC[C@H](C)Oc2ccc(NS(=O)(=O)c3cn(C)cn3)cc2C(=O)N([C@@H](C)CO)C[C@H]1C | -1.1 | / | 0.0 | / | -5.5 | -0.1 | /
12 | CCc1cc(CNC(=O)C2CCC(=O)N(CCc3ccc(OC)cc3)C2)on1 (stereo not given) | -1.0 | 6.4 | ? | 5.9 | -2.3 | -0.1 | 4.1
13 | C[C@@H]1CN([C@@H](C)CO)C(=O)Cc2cc(NC(=O)Nc3ccc4c(c3)OCO4)ccc2O[C@H]1CN(C)CC1CCCCC1 | -16.6 | 5.7 | 7.7 | 0.6 | 9.2 | 0.2 | 5.4
14 | CC(C)(C)c1ccc(-c2nnc(N)s2)cc1 | 4.6 | -43.3 | -3.8 | 0.8 | -0.2 | 5.8 | 0.9
15 | CC(C)Nc1ncnc2c1ncn2[C@H]1CN(Cc2ccc(-c3ccccc3)cc2)C[C@@H](CO)O1 | -0.3 | 21.1 | -7.0 | -0.9 | 0.1 | -0.1 | 2.1
16 | CCCNC(=O)N1[C@H](CO)[C@H]2c3ccccc3N(C(=O)Nc3cccc(Cl)c3)C[C@H]21 | -14.2 | -1.5 | 11.9 | -0.2 | 1.4 | 0.1 | 0.9
17 | COc1ccc2nc(NC(=O)[C@@H]3CCCN3C(=O)c3cccs3)sc2c1 | 0.1 | / | 2.3 | / | -3.5 | 0.2 | -3.9
18 | COCCCN1CC(=O)N2Cc3[nH]c4ccccc4c3C[C@H]2C1=O | -18.9 | 9.2 | 7.0 | 2.1 | 1.2 | / | 0.4
19 | COc1ccc(N2C(=O)C3C(C2=O)C(C(=O)c2ccccc2)N2CCCC32)cc1 (stereo not given) | -8.1 | / | 4.3 | 8.1 | 2.1 | -0.1 | 3.4
20 | COc1ccc(CNC(=O)C2CCN(S(=O)(=O)N3CCC4(CC3)OCCO4)CC2)c(OC)c1 | 10.6 | / | 7.8 | -2.3 | / | / | -0.4
21 | O=C(Cc1cccnc1)N1CC(=O)N2[C@H](CO)[C@H](c3ccc(C4=CCCC4)cc3)[C@@H]2C1 | 60.7 | / | ? | / | 0.4 | 0.0 | -0.2
22 | C[C@@H]1CCCCO[C@@H](CN(C)Cc2ccc3c(c2)OCO3)[C@@H](C)CN([C@H](C)CO)C(=O)c2cc(NC(=O)C3CCCCC3)ccc2O1 | 9.2 | -10.7 | 0.1 | -1.3 | -2.1 | 0.0 | 5.4
23 | Cc1ccnc(S(=O)(=O)Cc2ccc([N+](=O)[O-])cc2)n1 | 2.8 | 9.5 | -6.9 | -4.3 | -0.6 | -0.4 | 0.6
24 | O=C(N/N=C/C=C/c1ccccc1)c1n[nH]c2c1CCC2 | 5.2 | -39.5 | / | -0.3 | 14.6 | / | -15.1
25 | C[C@H](CO)N1C[C@H](C)[C@@H](CN(C)CC2CCCCC2)Oc2c(NC(=O)c3ccc(-c4nccs4)cc3)cccc2C1=O | 7.1 | 32.4 | -22.6 | -3.7 | -17.2 | -0.4 | 0.3
26 | CCC(COC)NCc1cn(-c2ccc(OC)cc2)nc1-c1cccc(F)c1 (stereo not given) | -2.5 | 4.4 | 4.1 | 7.2 | -8.1 | / | -1.3
27 | Cc1ccc(-c2[nH]n3c(=O)c4c(nc3c2C)CCCC4)cc1 | -2.0 | -7.2 | / | 6.0 | -3.1 | / | 3.8
28 | O=CNc1cc(-c2cccc(F)c2)cn2c(-c3ccc(F)cc3)cnc12 | 2.1 | 4.7 | -9.8 | -1.4 | / | -0.2 | 5.1
29 | CC(=O)N1C[C@H]2[C@@H](c3ccccc31)[C@H](CO)N2S(=O)(=O)c1ccccc1 | / | -0.7 | / | -1.3 | / | 0.1 | /
30 | O=C(c1ccco1)N1CCN(Cc2cc(=O)c(OCc3ccccc3Cl)co2)CC1 | -4.2 | 9.1 | -7.2 | -0.4 | -1.8 | / | -15.2
31 | O=C(O)CCCCCNC(=O)c1ccc(C(=O)NCCCCCC(=O)O)cc1 | 0.0 | 5.4 | -0.3 | 3.0 | -5.2 | -0.5 | -3.8
32 | CC(C)NC(=O)N(C)C[C@@H]1Oc2cc(C#Cc3ccc(F)cc3)ccc2S(=O)(=O)N([C@H](C)CO)C[C@H]1C | 6.0 | -24.7 | 11.0 | 2.0 | 0.4 | 0.4 | -1.3
33 | CN(C)c1cccc(C(=O)NNC(=O)NC2CCCCC2)c1 | 4.1 | / | / | / | / | 0.1 | 0.6
34 | CCCCOc1ccc(C(=O)Nc2ccc(S(=O)(=O)Nc3onc(C)c3C)cc2)cc1 | -1.2 | -2.1 | 0.1 | 2.5 | -1.3 | 0.1 | 2.8
35 | COc1ccc2ccccc2c1CNC(=O)CC1C(=O)NCCN1CC(C)(C)C (stereo not given) | -5.6 | / | 2.6 | 3.8 | 0.1 | 22.2 | 6.2
36 | C=CCOC(=O)C1C(=O)CC(C)(O)C(C(=O)OCC=C)C1c1ccc(N(C)C)cc1 (stereo not given) | -3.9 | 2.6 | -3.0 | -4.0 | -0.8 | / | -4.1
37 | O=C(C[C@H]1CC[C@@H]2[C@H](COC[C@H](O)CN2C(=O)c2ccc(F)cc2)O1)NCCCN1CCOCC1 | -7.8 | 5.8 | 8.5 | 1.9 | 1.1 | -0.1 | -1.5
38 | COc1ccccc1CNC(=O)C[C@@H]1C[C@H]2c3cc(NS(=O)(=O)c4ccc(F)cc4)ccc3O[C@H]2[C@H](CO)O1 | 1.4 | 9.0 | 5.9 | 3.4 | 3.3 | 0.3 | 0.4
39 | COc1ccc(OCC(=O)N2CCN(S(=O)(=O)c3ccccc3[N+](=O)[O-])CC2)cc1 | 8.3 | -2.3 | -2.5 | / | -3.5 | / | -8.7
40 | Nn1c(SCc2ccc(F)cc2)nnc1-c1cccnc1 | -2.2 | / | -4.6 | -1.7 | -2.9 | -0.1 | 4.4
41 | COc1ccc(S(=O)(=O)N(C)C[C@H]2Oc3ncc(-c4ccncc4)cc3C(=O)N([C@@H](C)CO)C[C@H]2C)cc1 | 90.1* | -3.5 | -3.2 | 1.4 | -2.8 | 0.5 | 0.1
42 | O=S(=O)(Cc1ccc(Cl)cc1)N1CCCC1 | 2.0 | 0.9 | -2.0 | 2.0 | -3.0 | / | 3.5
43 | CCOC(=O)CC(c1ccc([N+](=O)[O-])cc1)n1c(C)ccc1C (stereo not given) | 1.0 | -3.5 | 2.1 | -1.6 | 2.1 | 1.3 | -1.1
44 | COc1cc(Cl)c(S(=O)(=O)NCCCn2ccnc2)cc1Cl | 5.5 | -4.5 | -4.6 | / | -2.1 | / | -1.6
45 | Nc1ccn([C@@H]2O[C@H](C(=O)N[C@H](Cc3ccccc3)C(=O)N[C@H]3CCCCNC3=O)[C@@H](O)[C@H]2O)c(=O)n1 | -0.4 | / | -6.8 | / | 1.1 | -0.3 | 2.7
46 | C=CCN1C(=O)C(=O)N(CC(=O)NCC(=O)Nc2ccc(F)c(F)c2F)C1=O | 2.6 | -3.1 | 4.3 | 0.6 | -3.7 | / | -4.9
47 | C[C@H]1CN([C@@H](C)CO)C(=O)CCCn2cc(nn2)CO[C@@H]1CN(C)Cc1ccccc1 | 13.8 | -13.1 | 7.3 | -1.5 | -2.4 | -0.1 | 0.5
48 | CO[C@H]1CN(C)C(=O)c2cc(NC(C)=O)ccc2OC[C@@H](C)N(CC2CCCCC2)C[C@H]1C | / | -7.2 | / | 4.0 | / | 0.1 | /
49 | COc1cc(OC)c(OC)cc1CN1CCCC(C(=O)N2CCCC2)C1 (stereo not given) | -2.4 | 0.1 | 0.9 | -1.9 | 5.1 | 0.0 | -0.2
50 | O=S(=O)(NC1CCCC1)c1ccc(S(=O)(=O)N2CCCN(Cc3ccccc3)C2)cc1 | -6.3 | / | 2.1 | / | 5.2 | / | -5.8
51 | Cc1ccc(NC(=S)N2CCCC(c3ccccc3)=N2)cc1 | -0.2 | -7.5 | -7.8 | / | -0.9 | / | /
52 | C[C@@H]1CN([C@@H](C)CO)C(=O)Cc2cc(N(C)C)ccc2O[C@H]1CN(C)C(=O)Nc1ccccc1 | -2.6 | 16.7 | -1.8 | 0.9 | -1.1 | / | -2.2
53 | Nc1ncnc2c1ncn2[C@@H]1O[C@H](C(=O)NCc2ccc3c(c2)OCO3)[C@@H](O)[C@H]1O | 3.5 | 7.9 | -5.9 | -4.1 | 0.7 | 0.1 | 3.0
54 | Cc1noc(C)c1NC(=O)Nc1ccc2c(c1)CC(=O)N([C@@H](C)CO)C[C@H](C)[C@@H](CN(C)CC1CCCCC1)O2 | 6.7 | 8.8 | 0.9 | 11.2 | 3.3 | -0.4 | -1.0
55 | CCn1cc(C(=O)OCC(=O)N2C(C)CCCC2C)c(=O)c2ccc(C)nc21 (stereo not given) | -2.4 | -3.1 | 5.7 | -0.4 | -2.1 | 3.5 | 0.5
56 | Cc1nn(-c2ccccc2)cc1C(c1c(N)[nH]c(=S)[nH]c1=O)c1c(N)[nH]c(=S)[nH]c1=O | -14.3 | / | -1.1 | / | 2.8 | / | -7.3
57 | COc1ccccc1N=Nc1c(C)[nH][nH]c1=O | 2.3 | -0.3 | -2.2 | 4.4 | -2.3 | 0.3 | -3.8

Entries of single compounds from above.
Shown for Nc1ncnc2c1ncn2[C@@H]1O[C@H](C(=O)NCc2ccc3c(c2)OCO3)[C@@H](O)[C@H]1O → S100A4 MyoIIA = 3.5; Statin myotox sup = 7.9; DENV2 CPE = -5.9; PglD inh = -4.1; SIRT5 inh = 0.7; E-sel inducer = 0.1; ERp5 inh = 3.0
Shown for COc1ccccc1N=Nc1c(C)[nH][nH]c1=O → S100A4 MyoIIA = 2.3; Statin myotox sup = -0.3; DENV2 CPE = -2.2; PglD inh = 4.4; SIRT5 inh = -2.3; E-sel inducer = 0.3; ERp5 inh = -3.8
